Polio RdRp inh = inhibitors of poliovirus RNA polymerase binding and polymerization. P03300. poliovirus polymerase elongation, fluorescence polarization; stronger effect = lower value. % elongation, % (compound at 16.7 µg/mL). 150,000 compounds, 0.66% hits; in the data active means % elongation below about 90%; further: some results filed as inactive read as strong as hits
Target sequence (P03300 1749-2209 limits assumed): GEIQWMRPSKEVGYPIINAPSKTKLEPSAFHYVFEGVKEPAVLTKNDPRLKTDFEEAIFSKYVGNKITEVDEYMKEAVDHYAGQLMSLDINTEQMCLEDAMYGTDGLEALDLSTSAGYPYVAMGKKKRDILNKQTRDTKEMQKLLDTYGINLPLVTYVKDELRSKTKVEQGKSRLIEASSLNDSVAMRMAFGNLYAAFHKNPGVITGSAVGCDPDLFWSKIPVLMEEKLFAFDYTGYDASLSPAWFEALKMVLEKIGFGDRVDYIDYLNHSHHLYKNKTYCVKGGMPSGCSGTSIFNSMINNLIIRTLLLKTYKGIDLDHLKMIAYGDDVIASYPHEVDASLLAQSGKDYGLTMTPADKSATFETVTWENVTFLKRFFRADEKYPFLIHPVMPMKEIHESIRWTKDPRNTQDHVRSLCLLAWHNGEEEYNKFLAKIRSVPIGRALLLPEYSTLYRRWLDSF
Polio RdRp inh FP z-score = further read-out of Polio RdRp inh, marked with its call; z-score; measured here: FP z-score; hits read low
Numbers without * were called inactive; & = joins results of further samples.

SMILES	Polio RdRp inh	Polio RdRp inh FP z-score
CCOc1ccc2c(c1)C(C)=CC(C)(C)N2C(=O)C(C)N1C(=O)c2ccccc2C1=O (stereo unspecified)	102	0.2
COc1ccc(CCNC(=O)NCc2noc3ccccc23)c(OC)c1	103	-0.4
CSc1ncccc1C(=O)N(Cc1ccccc1)C1CCS(=O)(=O)C1 (stereo unspecified)	100	-0.3
COc1ccccc1CNC(=O)c1cnn2c(C)c(Cc3ccc(F)cc3)c(C)nc12	103	-1
CC1(C)Cc2ccccc2C(N)=C1C#N	102	0.5
COc1ccc(NC(=O)CN(Cc2ccccc2)S(=O)(=O)c2ccc(C)cc2)cc1Cl	106	0.3
Cc1cc(C)n(-c2ccc(C(=O)N3CCCSC3=Nc3ccccc3)cc2)n1	103	0.3
O=C(Nc1ccccc1)N1CCc2sccc2C1c1ccc(C(F)(F)F)cc1 (stereo unspecified)	97	-1
Cc1ccc(C(=O)COC(=O)C(C)N2C(=O)C3C4C=CC(C4)C3C2=O)cc1 (stereo unspecified)	103	0.3
O=S(=O)(/N=C1\C=C2N(CCO)CCOC2(O)c2ccccc21)c1ccc(F)cc1 (stereo unspecified)	98	-0.7
COc1ccc(-c2c(C)nn3c(-c4ccccc4)cc(C)nc23)cc1OC	105	0.3
Cc1ccc(-c2cc(C(=O)c3nccn3C)c3ccccc3n2)cc1	100	-0.7
O=C1NC2(CCCC2)Cc2ccccc21	102	0.2
COC(=O)c1ccc(O)c(C(=O)OC)c1	0.0*	-6.4*
Cc1ccc(C(=O)N2CCn3c(C)ccc3C2C)cc1 (stereo unspecified)	105	1.7
O=C(O)[C@@H]1CSC(c2coc3ccccc3c2=O)N1 (stereo partly specified)	103	0.1
COc1ccccc1N=c1scc(-c2ccc(S(=O)(=O)N3CCCC3)cc2)n1C	102	-0.4
CC[C@H]1CN2CCc3cc(OC)c(OC)cc3[C@@H]2C[C@@H]1C[C@H]1NCCc2cc(O)c(OC)cc21	97	-0.2
Cc1cc(C)c(/C=C/c2onc(C)c2S(=O)(=O)N2CCC(C(=O)Nc3cccc(C)c3C)CC2)c(C)c1	104	-0.5
O=C(COc1ccc(Cl)cc1)OCC(=O)N1CCCC1	102	0
COC(=O)CC1(C)OCC2(CC=C(C)CC2)CO1 (stereo unspecified)	100	-0.2
Cc1ccc(/C=C(\C#N)C(=O)Nc2cccc(Cl)c2)o1	106	0.1
Cc1occc1C(=O)Nc1ccc(Oc2ccccc2)cc1	100	-0.6
Cc1ccc(-c2nc(CS(=O)CC(=O)N3CCN(c4ccc(Cl)cc4)CC3)c(C)o2)cc1 (stereo unspecified)	102	-0.7
CNS(=O)(=O)c1cn(CC(=O)N2CCN(c3cccc(Cl)c3)CC2)cc1S(=O)(=O)NC	104	-0.2
Carrying on.
SMILES	Polio RdRp inh	Polio RdRp inh FP z-score
c1ccc(C2=C(c3ccccc3)N3CCN=C3S2)cc1	103	0.2
C(=N\N1CCCCC1)/c1cn(-c2ccccc2)nc1-c1cccnc1	104	0.2
c1ccc(-n2c(Sc3cnccn3)nnc2-c2cccs2)cc1	102	0
CCCCN(Cc1ccccc1)C(=O)C1CCCN1S(=O)(=O)c1cccc2nsnc12 (stereo unspecified)	104	2.3
CCc1cc(CC)c(/C=N/NC(N)=O)c(CC)c1/C=N/NC(N)=O	99	-1
Cn1c(=O)oc2cc(S(=O)(=O)NCc3cccn3Cc3ccc(Cl)cc3)ccc21	101	0.3
CCOC(=O)Nc1ccc(Cc2ccncc2)cc1	103	0.4
CCc1nnc2c3ccccc3nc(N3CCN(c4cccc(C)c4C)CC3)n12	100	-0.7
O=C(/C=C(/O)c1cccnc1)C(F)(F)F	101	-0.3
CN(C)c1ccc(/C=C2/C(=O)NC(=O)N(C3CCCCC3)C2=O)cc1	95	-0.9
CCN(CC)c1ccc(C2C(C#N)=C(C)NC3=C2C(=O)CC(c2ccccc2)C3)cc1 (stereo unspecified)	102	-0.1
O=C(COc1ncnc2c(Cl)cc(Cl)cc12)NCc1ccc2c(c1)OCO2	104	0.3
CCOc1ccc(C2C(=O)N(C3CCCCCC3)CC(=O)N2Cc2ccc(C)cc2)cc1OC (stereo unspecified)	106	-0.4
Cc1csc(=O)n1CC(=O)OCCCn1c(=O)[nH]c2ccccc21	98	-0.8
O=C(CCC(=O)N1Cc2ccccc2Oc2ncccc21)N1CCCC1	101	0.2
CCOc1cc(C(=O)N(CC)Cc2ccncc2)cc(OCC)c1OCC	101	-0.5
CCOC(=O)c1cc(-c2ccccc2)n(CCC(=O)Nc2ccc(OC)c(Cl)c2)c1C	100	-0.5
Cc1cc(C)c(C(N)=O)c(SCC(=O)c2ccccc2)n1	104	0.5
[O-][n+]1onc2c(-c3ccccc3)nnc(-c3ccccc3)c21	98	-0.1
Cc1cc(COC(=O)c2ccccc2Sc2ccccc2C#N)no1	104	0.2
Cc1cccc(N2CCN(C(=O)N(C)C)CC2)c1C	101	0.2
CCn1c2c(c(=O)n3ncc(C(=O)Nc4ccc(C(=O)OC)cc4)c13)CN(Cc1ccc(OC)cc1)CC2	105	-0.5
COC(=O)C[C@H](NC(=O)[C@H](C)NC(=O)[C@@H](NC(=O)OCc1ccccc1)C(C)C)C(=O)CF	102&101	0.3&0.2
COc1ccc(C(=O)N=Nc2c(O)n(CN3CCN(C)CC3)c3ccccc23)cc1OC	101	-0.1
S=C(S)N1CCCC1	108	0.6

Two entries picked at random from those above, as already listed:
SMILES	Polio RdRp inh	Polio RdRp inh FP z-score
COC(=O)C[C@H](NC(=O)[C@H](C)NC(=O)[C@@H](NC(=O)OCc1ccccc1)C(C)C)C(=O)CF	102&101	0.3&0.2
CCn1c2c(c(=O)n3ncc(C(=O)Nc4ccc(C(=O)OC)cc4)c13)CN(Cc1ccc(OC)cc1)CC2	105	-0.5

Part of the list above, as comma-separated lines:
SMILES,Polio RdRp inh,Polio RdRp inh FP z-score
CN(C)c1ccc(/C=C2/C(=O)NC(=O)N(C3CCCCC3)C2=O)cc1,95,-0.9
COc1ccc(-c2c(C)nn3c(-c4ccccc4)cc(C)nc23)cc1OC,105,0.3
O=C(CCC(=O)N1Cc2ccccc2Oc2ncccc21)N1CCCC1,101,0.2
Cc1cc(COC(=O)c2ccccc2Sc2ccccc2C#N)no1,104,0.2
Cc1ccc(C(=O)COC(=O)C(C)N2C(=O)C3C4C=CC(C4)C3C2=O)cc1 (stereo unspecified),103,0.3

Continuation.
SMILES	Polio RdRp inh	Polio RdRp inh FP z-score
COc1ccc(-c2cc3nc(C)c(CCC(=O)N4CCN(c5ccccc5F)CC4)c(C)n3n2)c(OC)c1	109	0.6
Cc1nc2ccn(Cc3ccco3)c(=O)c2cc1C(=O)NCc1ccccc1F	106	-0.1
CC(C)c1ccc(Cc2nnc(NN3CCOCC3)[nH]c2=O)cc1	106	0.3
CC(C)C(=O)N1CCCCCC1	108	0.4
COc1cc(C(F)(F)F)cc(C(F)(F)F)c1C(=O)NCc1cccs1	101	-0.3
CCOC(=O)c1noc2ncnc(N3CCN(c4ccccc4OC)CC3)c12	102	-0.9
COc1ccc(-n2cnc3c(cnn3CCC#N)c2=N)cc1	103	0.2
CC(C)c1ccc2c(c1)C1(N=C(N)Nc3nc4ccccc4n31)C(=O)N2 (stereo unspecified)	101	0
Fc1ccc(CNc2nc3c(-c4ccc(F)cc4)nnn3c3ccccc23)cc1	103	-0.5
CC12CN3CC(c4ccccc4)(CN(C1)C31CCCCC1)C2=O	100	-0.9
CCc1ccc(C(=O)Nc2cc(C)nn2-c2nc3ccccc3s2)cc1	101	-0.6
CCOc1ccc(S(=O)(=O)NCCSc2ccccc2)cc1	100	-0.1
C=CCN(CC=C)C(C)C(=O)Nc1cc2oc3ccccc3c2cc1OC (stereo unspecified)	98	-0.3
O=C1CCCN1C(=O)COc1ccc(Cl)c2ccccc12	104	0
C=CCN1C(=O)/C(=C/c2c(NCC)nc3ccccn3c2=O)SC1=S	112	2.2
O=S1(=O)N=C(Oc2ccccc2Cl)c2ccccc21	99	-1.1
c1cncc(-c2cccnc2)c1	105	0.7
O=c1[nH]c(Nc2ccccc2)cc2ccccc12	76*	-5.2*
CCc1ccc(-c2nc(-c3cc4ccccc4oc3=O)sc2C)cc1	114	1.5
O=C(Nc1ccc(N2CCOCC2)c2nonc12)c1cc2ccccc2oc1=O	99	-0.8
CC(C)(C)c1cc(C(F)(F)F)n2ncnc2n1	101	-0.1
O=C(NCCCN1CCc2ccccc2C1)NCc1ccccc1	101	-0.5
O=C(COC(=O)C1=NNC(=O)CC1)NCC1CCCCC1	104	0.2
CC(C1CC1)n1nccc1NC(=O)c1ccc(S(=O)(=O)N(C)C)cc1 (stereo unspecified)	100	-0.3
Cc1ccc(S(=O)(=O)Nc2cc3c(C(=O)OCc4ccccc4)c(C)oc3c3ccccc23)c(C)c1	111	2
Further compounds:
SMILES	Polio RdRp inh	Polio RdRp inh FP z-score
COc1ccc(C)cc1-n1nnnc1SCC(=O)N(CC(C)C)CC(C)C	102	-0.1
COC(=O)Cn1cc(C(=O)c2cccs2)c2ccccc21	101	-0.3
O=C1CCCN1C(=O)CSc1nc2c(Cl)cc(Cl)cc2[nH]1	105	0
O=C(c1ccc2nc(N3CCCCC3)sc2c1)N1CCC2(CC1)OCCO2	101	-1.2
CCOc1ccc(NC(=O)CCNS(=O)(=O)c2ccc(Br)s2)cc1	104	1.4
O=C1C2ON(c3ccccc3)C(/C=C/c3ccccc3)C2C(=O)N1c1ccc(Br)cc1 (stereo unspecified)	103	0
O=C1CC(O)(C(F)F)Oc2ccccc21 (stereo unspecified)	100	-0.3
COC(=O)c1cccc(NC(=O)c2cnccn2)c1	106	0.3
Nc1nc(SCc2cccc3ccccc23)n[nH]1	102	0.2
CN(C)CC(C)(C)CNC1CC2CCC1C2 (stereo unspecified)	102	0.6
Cc1onc(-c2ccccc2)c1-c1csc(-c2ccno2)n1	103	0.4
Cc1[nH]n(-c2ccccc2)c(=O)c1N=O	102	0.2
O=C(COc1nnc2c(n1)Nc1ccccc1S2)N1CCCc2ccccc21	103	0.1
O=C(Nc1ccc2oc(-c3ccc(Cl)cc3Cl)nc2c1)c1ccc2c(c1)OCO2	100	0
CCOC(=O)c1c(C)[nH]c(C)c1S(=O)(=O)N(C)CC(=O)N(C)c1ccc(C)c(C)c1	99	-0.6
CCOc1ccc(N2C(=O)c3ccccc3C2=O)cc1	106	0.5
COc1cc(C(=O)N(Cc2ccc(F)cc2)Cc2ccco2)cc(OC)c1OC	103	-0.6
Cc1ccc2nsnc2c1NC(=O)CC12CC3CC(CC(C3)C1)C2	99	-0.8
CCOC(=O)Cc1csc(SCC(=O)c2ccc3c(c2)OCCO3)n1	107	0.6
O=C(CSc1nnc(CN2CCCC2)n1Cc1ccccc1)Nc1ccccc1	100	-0.3
Cn1c(CCNC(=O)c2cnc(N3CCOCC3)nc2)nc2ccccc21	100	-0.3
COc1ccc(CC(=O)O)cc1OC	99	-0.9
COc1ccc(C2Nc3ccccc3C(=O)N2NS(C)(=O)=O)cc1OC (stereo unspecified)	100	-0.3
C1=CCC(CN2CCN(Cc3ccccc3)CC2)CC1 (stereo unspecified)	101	-0.1
Cn1ncc(C(=O)O/N=C(\N)c2ccccc2)c1-n1cccc1	105	0.8

One compound at a time, from the list above. Order of values: Polio RdRp inh	Polio RdRp inh FP z-score
CCOC(=O)Cc1csc(SCC(=O)c2ccc3c(c2)OCCO3)n1 is listed with 107	0.6
COC(=O)Cn1cc(C(=O)c2cccs2)c2ccccc21 is listed with 101	-0.3
O=C(c1ccc2nc(N3CCCCC3)sc2c1)N1CCC2(CC1)OCCO2 is listed with 101	-1.2
Cn1c(CCNC(=O)c2cnc(N3CCOCC3)nc2)nc2ccccc21 is listed with 100	-0.3
CN(C)CC(C)(C)CNC1CC2CCC1C2 (stereo unspecified) is listed with 102	0.6

(cont.)
SMILES	Polio RdRp inh	Polio RdRp inh FP z-score
Cc1ccc(C)c(-n2nnnc2SCC(=O)OC(C)c2nc3sc(C)c(C)c3c(=O)[nH]2)c1 (stereo unspecified)	100	-0.2
COc1ccc(NC(=O)CSc2ncccc2C(=O)O)cc1OC	104	-0.8
Cc1nc(SCC(=O)O)[nH]c(=O)c1CCC(C)C	101	-0.3
CSc1cccc(NC2=CC(=O)CC(C)(C)C2)c1	106	0.7
O=C(O)CCn1ccc2ccccc21	94	-0.8
O=S(=O)(c1ccccc1)N1CCC(Cc2ccccc2)CC1	105	0.3
Cn1cc(NC(=O)NCc2ccccn2)c2ccccc2c1=O	99	-1.1
COc1ccc2c(c1)c(CC(=O)Nc1c(C)cccc1C)c(C)n2C(=O)c1ccc(Cl)cc1	108	0.7
CC(OC(=O)c1ccc(OC(F)F)cc1)C(=O)NC1CC1 (stereo unspecified)	99	0.1
CN(C)C(=O)COc1ncnc2ccccc12	102	0.5
O=C(O)c1ccnc(N2CCCC2)c1	101	-0.4
CCCn1nc(NS(=O)(=O)c2ccccc2)c2cc3ccccc3nc21	103	0.3
Cc1ccc2cc(NC(=O)c3cc(C)n(C)n3)ccc2n1	101	-0.3
COc1ccc(NC(=O)Cn2c(=O)n(CCCC(=O)NCCc3ccc(C)cc3)c(=O)c3ccccc32)cc1Cl	109	0.8
COCCNC(=O)CN1C2CCC1CC(O)(c1cccnc1)C2 (stereo unspecified)	102	0.1
O=C(Cc1ccc(Cl)cc1Cl)NCc1cccnc1	107	-0.4
COc1ccc(Cn2ccnc2SCC(=O)Nc2cc(C(F)(F)F)ccc2Cl)cc1	112	1
FC(F)(F)c1ccc(N2CCN(Cc3cn[nH]c3-c3ccccc3)CC2)nc1	110	0.8
COc1ccc(OCc2nnc3n2N=C(c2ccc(Br)cc2)CS3)cc1	104	0.5
O=C(CN1CCCC1)Nc1cccc(Cl)c1Cl	101	0.5
N#Cc1ccccc1CSc1nc(N)cc(N)n1	104	0.9
CC(C)(C)NS(=O)(=O)c1ccc(S(=O)(=O)N2CCCC2)cc1	104	0.2
CC(C)Cn1c(SCC(=O)Nc2sccc2C#N)nnc1-c1ccccc1F	106	0.6
COC(=O)c1ccc(C(=S)N2CCCCC2)cc1	98	-0.2
Cc1cccc2c3c([nH]c12)CCNC3	105	1.1
O=C(NCC1CCCCC1)c1ccc2ncsc2c1	95	-1.7
Cc1nc(N)ccc1I	102	0.1
O=C(NC1CC1)c1cc(Cl)nc2ccccc12	106	0.5

An excerpt (hit frequency here may not be typical).
